p53ts 32C kill: cytotoxicity in p53ts cells at permissive temperature | H1299-p53A138V at 32C, ATP luminescence viability, 24 h | Potency, µM (series often up to 46.1 µM), without a hit: at the top dose activity change, negative = cytotoxicity, usual class: cytotoxic | hit rate 0.93% among 130,000 | AID 924;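 further: 0% = DMSO and -100% = full killing by reference compound; nearly all actives have a fitted effect of over 55% in size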
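ATP-content luminescence (ATPlite) read-out after 24 h compound exposure at 32C in H1299-p53A138V cells (600/well). Tested up to 46 uM. Normalized to DMSO (0%) and 100 uM tamoxifen (100% killing); Hill-fit AC50.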
IkB sig inh: suppresses IkB signaling in ABC-DLBCL reporter cells; hit rate 0.04% among 110,000; ABC-DLBCL IkBa-CBG/CBR dual luciferase ratio, 4 h; response scale: scaled: untreated 0%, proteasome inhibitor 100%; Potency, µM (doses to about 57.1 µM), inactives show top-dose IkBa stabilization activation; AID 445; active means well fitted curve in the direction sought with a large enough effect in the signal ratio, not every such curve was filed as active; inconclusive means small, poorly fitted or top-dose-only effect, or a change in a side signal; the % refers to the signal ratio;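 further: the direction sought is a rising ratio; 0% = basal untreated cells and 100% = reference inhibitor full response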
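In this assay, an IκBα–CBG68 fusion accumulates when IKK-driven degradation is blocked; native CBR normalizes for cell number. OCI-Ly3 cells were treated 4 h with compound and doxycycline, then green and red light read after Chroma-Glo addition.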
Imprint erasure: induces erasure of genomic imprints in mouse ES cells; mouse ES Peg3-LacZ reporter, beta-gal luminescence, 40 h; Potency, µM (top dose mostly 60.7 µM), inactives show at the highest dose activity change, positive = activation, usual class: activators; hit rate 0.02% among 110,000;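 further: 0% = negative control wells on the plate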
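Imprint erasure is scored as LacZ activity from the silenced maternal Peg3 allele in feeder-free female ES cells cultured 40 h with LIF. Luminescence is normalized to in-plate negative controls and fitted to the Hill equation.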
p53ts 39C kill: kills p53ts cells at the nonpermissive temperature; H1299-p53A138V viability at 39C, ATP luminescence, 24 h; AID 902; hit rate 1.5% among 130,000; Potency, µM (top dose mostly 46.1 µM), without a hit: at the highest dose activity change, negative = cell killing, most hits filed as cytotoxic; further: nearly all actives have a fitted effect of over 55% in size
Active calls of the source: *; ? = inconclusive; / = not tested or not shown; & = joins results of further samples; [ ] = another dose, or the depositor's remark. Unless noted, the call rests on the fitted dose curve; in most records, active means well fitted curve in the direction sought with a large enough effect; inconclusive means small, poorly fitted or top-dose-only effect, or another doubt; inactive means no such curve, though single readings can be large; an effect the other way counts as inactive or inconclusive. Unless noted, on the % scale 0 is the no-effect control and ±100 the full control effect; potency means the concentration at half of the fitted maximal effect.

compound | p53ts 32C kill | IkB sig inh | Imprint erasure | p53ts 39C kill
COc1ccc(NC(=O)NC(C)c2c(-n3cccc3)sc(C)c2C)cc1OC (configuration not stated) | 22% | ? | -10%[10.9 µM] | ?
Cc1ccc(N(Cc2cccs2)C(=O)Nc2cccc(Cl)c2)cc1 | 1% | -2.2% | -8%[10.9 µM] | 9%
COc1ccc(-n2c(C)cc(=O)c3c2CC(C)(C)CC3=O)cc1 | -1% | -0.8% | -10% | 1%
Cc1ccc(-n2nnnc2SCC(=O)Nc2cccc(NC(=O)c3ccco3)c2)cc1C | 0% | ? | -22% | -17%
COc1cccc(-n2c(-c3ccccc3F)nc3c(cnn3-c3ccc(C)cc3)c2=O)c1 | 13% | 2.5% | 3%[10.9 µM] | 13%
COc1ccc(-c2nn(C)c3sc(C(=O)Nc4cccc(F)c4)cc23)cc1OC | -6% | 0.5% | ? | 30%
COC(=O)CSc1ccc2nnc(CCNS(=O)(=O)c3ccc(C)cc3)n2n1 | -6% | 0.8% | -10%[10.9 µM] | -4%
c1cncc(CNc2nc(-c3ccoc3)nc3ccccc23)c1 | 4% | -1.9%[11.4 µM] | ? | 7%
COC(=O)Cn1c(CN(Cc2ccccc2)Cc2ccccc2)nc2c1c(=O)[nH]c(=O)n2C | -5% | 1.5% | -7% | -8%
CC(C)CCNc1nc(Nc2ccccc2)c2cnn(C)c2n1 | -3% | ? | -11%[10.9 µM] | ?
Cn1c(C(=O)N2CCN(C(=O)c3ccco3)CC2)cc2c(=O)n(C)c3ccccc3c21 | -8% | -1.6% | -1% | -4%
CCOc1ccccc1NC(=O)c1cc(S(=O)(=O)N2CCC3(CC2)OCCO3)ccc1F | 7% | -1.4% | -3% | 5%
Cc1ccc(-n2ncc3c(Nc4ccccc4C)ncnc32)cc1 | ? | ? | -12%[10.9 µM] | ?
CCOC(=O)C1CCCN(S(=O)(=O)c2ccc(C)cc2)C1 (configuration not stated) | -1% | 1.7% | -6% | 7%
Cc1ccc(Cn2nc(C)c(NC(=O)C3CC3)c2C)cc1 | -3% | / | / | 7%
O=C1c2ccccc2C(=O)N1CCc1nc2ccccc2c(=O)n1Cc1ccco1 | 1% | ? | -8% | 11%
Cn1c(=O)oc2cc(S(=O)(=O)Nc3ccc(Cl)cc3F)ccc21 | 12% | 3.0% | -15% | 3%
NC(=O)Nc1ccc(Oc2c(F)c(F)c(F)c(F)c2F)cc1 | -13% | -2.5% | 0% | -3%
O=c1[nH]c2cc3c(cc2cc1C(c1nnnn1CC1CCCO1)N1CCCC1)OCO3 (configuration not stated) | 0% | -0.1% | -1% | 9%
CCSc1nc2ccc(N3C(=O)C4C5C=CC(C5)C4C3=O)cc2s1 (configuration not stated) | 18% | / | / | 10%
CC(C)c1ccc(NC(=O)CSC2=Nc3ccccc3C3=NC(CC(=O)NC4CCCCC4)C(=O)N23)cc1 (configuration not stated) | 16% | 1.9% | -11%[10.9 µM] | 0%
CCN(CC)Cc1c(O)ccc2occ(C(=O)c3ccc(OC)cc3)c12 | 5% | / | / | 20%
COCCCn1c(C(C)C)nc2oc3cc(OC)ccc3c(=O)c2c1=O | 5% | -0.9% | 14% | 4%
CCOc1cc(-c2ccc(OC(=O)c3ccc(Cl)cc3)c(OC)c2)cc(=O)c2c(C)oc(C)c12 | -13% | 0.8% | -11%[10.9 µM] | -10%
CC(C)Oc1ccc(N2CC(C(=O)Nc3ccc(N4CCOCC4)cc3)CC2=O)cc1 (configuration not stated) | 10% | / | / | 26%
O=C(c1n[nH]c2ccccc12)N1CCN(S(=O)(=O)c2ccc3ccccc3c2)CC1 | 12% | ? | -8% | -5%
O=C(CCCCn1c(=O)c2ccccc2n(CC(=O)Nc2ccccc2)c1=O)NCc1ccco1 | -12% | 4.6% | 3% | 3%
FC(F)(F)c1nnc2sc(-c3cccs3)nn12 | 6% | -1.0% | -10% | 2%
CCn1nc(NC(=O)c2ccncc2)c2cc3cc(C)ccc3nc21 | -9% | 2.0% | 2% | 15%
O=C(c1ccncc1)c1ccc(N2CCN(C3CC(=O)N(Cc4ccccc4)C3=O)CC2)cc1 (configuration not stated) | -2% | ? | 15% | 7%
Cc1ccc(-c2nn3c(-c4ccccc4C)nnc3c3ccccc23)cc1 | -13% | 11% | -12%[10.9 µM] | ?
CCCCCn1c(=O)[nH]c2cc(C(=O)N3CCN(c4cccc(C(F)(F)F)c4)CC3)ccc2c1=O | -9% | ? | -16%[10.9 µM] | -28%
O=C(CN1C(=O)NC2(CCCCCCC2)C1=O)NC(=O)NCc1ccco1 | -4% | 0.4% | -23% | -4%
COc1ccc(C2CC(=O)N3CN(C4CCCCC4)CSC3=C2C#N)c(OC)c1 (configuration not stated) | 11% | -0.4% | 5%[10.9 µM] | 30%
Cc1cc(C(=O)NCc2ccccc2Cl)c2c(C)nn(-c3cccc(F)c3)c2n1 | 5% | ? | 6%[10.9 µM] | -9%
COc1ccccc1-c1c(C(F)(F)F)oc2c(CN3CCCCC3C)c(O)ccc2c1=O (configuration not stated) | 9% | 4.0% | -4%[10.9 µM] | 13%
Cc1ccc2c(c1)C(=O)[C@]1(O)CCN(c3ccccc3)C1=N2 | 4% | / | -14% | -5%
CCc1ccccc1NC1=NCC(=O)N1Cc1ccc2c(c1)OCO2 | -4% | 0.2% | -15% | 9%
CC1(C(=O)NC2CCCCCCC2)CCC(=O)N1Cc1ccco1 (configuration not stated) | -2% | -1.5% | -9% | 7%
Cc1nn(-c2ccccc2)c(C)c1/C=N/N1CCN(Cc2ccccc2)CC1 | -11% | / | -11% | -7%
COc1ccc2[nH]cc(CCNc3ncncc3-c3ccccc3Cl)c2c1 | 9% | 9.5%[11.4 µM] | -18% | -8%
Cc1ccc(C(C)C)c(OCCSc2nc3ccccc3n2CC(O)CO)c1 (configuration not stated) | -13% | ? | -8%[10.9 µM] | ?
O=C(CSc1nc2sc3c(c2c(=O)[nH]1)CCCC3)NCCO | -20% | 1.4% | 4% | -6%
CCOC(=O)COc1ccc(C(=O)c2ccccc2)c(O)c1 | -2% | 0.4% | -4% | -8%
Cc1nc2n(c(=O)c1CCN1CCC(c3noc4cc(F)ccc34)CC1)CCCC2 | -9%[20.6 µM] | -0.4%[25.6 µM] | -14% | 9%[20.6 µM]
COc1ccc2[nH]cc(CCNc3cc(-c4cccc(C#N)c4)ncn3)c2c1 | -6% | -7.0%[11.4 µM] | -3% | -2%
Cn1nc(-c2ccc(Cl)cc2)c2cc(C(=O)NCC3CCCO3)sc21 (configuration not stated) | -8% | ? | -18% | -17%
COC(=O)C1=C(C)NC(C)=C([N+](=O)[O-])[C@@H]1c1ccccc1C(F)(F)F | 12% | ? | 0%&-14% | -6%
O=C1c2cccc([N+](=O)[O-])c2C(=O)N1c1ncn[nH]1 | 7%[9.22 µM] | 1.3%[11.4 µM] | -7%[10.9 µM] | 9%[9.22 µM]
CC(C)OC(=O)c1c(-c2ccccc2)c(-c2ccccc2)nn(C)c1=O | 6% | 1.0% | 23%[10.9 µM] | ?

Part of the list above, as labelled records.
CCn1nc(NC(=O)c2ccncc2)c2cc3cc(C)ccc3nc21
  p53ts 32C kill: -9% | IkB sig inh: 2.0% | Imprint erasure: 2% | p53ts 39C kill: 15%
O=C(c1ccncc1)c1ccc(N2CCN(C3CC(=O)N(Cc4ccccc4)C3=O)CC2)cc1 (configuration not stated)
  p53ts 32C kill: -2% | IkB sig inh: ? | Imprint erasure: 15% | p53ts 39C kill: 7%
Cc1ccc(-c2nn3c(-c4ccccc4C)nnc3c3ccccc23)cc1
  p53ts 32C kill: -13% | IkB sig inh: 11% | Imprint erasure: -12%[10.9 µM] | p53ts 39C kill: ?
CCCCCn1c(=O)[nH]c2cc(C(=O)N3CCN(c4cccc(C(F)(F)F)c4)CC3)ccc2c1=O
  p53ts 32C kill: -9% | IkB sig inh: ? | Imprint erasure: -16%[10.9 µM] | p53ts 39C kill: -28%

Molecules shown so far containing an aryl thioether with sulfur outside any ring, in the order listed:
compound | p53ts 32C kill | IkB sig inh | Imprint erasure | p53ts 39C kill
Cc1ccc(-n2nnnc2SCC(=O)Nc2cccc(NC(=O)c3ccco3)c2)cc1C | 0% | ? | -22% | -17%
COC(=O)CSc1ccc2nnc(CCNS(=O)(=O)c3ccc(C)cc3)n2n1 | -6% | 0.8% | -10%[10.9 µM] | -4%
CCSc1nc2ccc(N3C(=O)C4C5C=CC(C5)C4C3=O)cc2s1 (configuration not stated) | 18% | / | / | 10%
Cc1ccc(C(C)C)c(OCCSc2nc3ccccc3n2CC(O)CO)c1 (configuration not stated) | -13% | ? | -8%[10.9 µM] | ?
O=C(CSc1nc2sc3c(c2c(=O)[nH]1)CCCC3)NCCO | -20% | 1.4% | 4% | -6%

Remaining list, next part:
compound | p53ts 32C kill | IkB sig inh | Imprint erasure | p53ts 39C kill
COC(=O)c1ccccc1NC(=O)Cn1nnc2sc(-c3ccccc3)cc2c1=O | 10% | ? | ? | -19%
CC(=O)Oc1cc2c(C(=O)NCCCN3CCOCC3)c(C)oc2c2ccccc12 | ? | ? | -38%[inhibitor] | ?
Cc1ccc(NC(=O)C(C)N2C(=O)c3ccccc3C2=O)cc1 (configuration not stated) | -12% | -0.2% | 10% | 14%
CSc1nnc2n(CCc3ccccc3)c(=O)c3c4c(sc3n12)CCCC4 | 2% | -0.1% | -3% | 17%
NC(=O)CN(c1ccccc1)C1SC(=O)N(Cc2ccccc2)C1=O (configuration not stated) | 11% | 7.4% | -4% | 4%
Cc1csc(=N)n1CC(=O)N1CCc2ccccc21 | -5% | 0.1% | -13% | -1%
O=C(O)CCC(=O)Nc1ccc(S(=O)(=O)Nc2nccs2)cc1 | 9% | -0.2%[25.6 µM] | 2% | -15%
CCc1cccc(Nc2cc(C)nc3ncnn23)c1 | 5% | 3.5% | -15% | 4%
COc1cccc(C(=O)N2CCc3c([nH]c4ccccc34)C2c2ccc(SC)cc2)c1 (configuration not stated) | 129%[activator] | -0.4% | 22%[10.9 µM] | 5%
Cc1cccc(C(c2sc3nc(-c4ccco4)nn3c2O)N2CCN(c3ccccc3)CC2)c1 (configuration not stated) | 13% | 2.8% | -3%[10.9 µM] | 15%
O=C(c1ccccc1)c1ccc(C(=O)O)c(C(=O)O)c1 | 1% | 1.8% | 1% | 8%
Cn1nnnc1SCC(=O)NCc1cccs1 | 2% | / | / | -1%
CCOc1ccc(CNC(=O)C2Cc3cc(S(=O)(=O)N4CCCCCC4)ccc3N2C(C)=O)cc1 (configuration not stated) | -8% | 1.5% | -2%[10.9 µM] | -19%
Cc1cc(S(=O)(=O)N2CCN(Cc3noc(CCC(=O)N4CCCCC4)n3)CC2)ccc1F | 10% | 0.1% | 7%[10.9 µM] | 5%
CCN(CC)S(=O)(=O)c1ccc2c(c1)N(CC(=O)Nc1c(C)cccc1C)C(=O)C1CCCN21 (configuration not stated) | -2% | 0.1% | 8%[10.9 µM] | 3%
COC(=O)[C@@H]1C[C@@]2(O)[C@@H](O)[C@@H](O)[C@@H](O)C[C@H]2N1Cc1cc(F)ccc1F | 13% | / | 5% | 3%
CCC(=O)N1CCc2cc(S(=O)(=O)CCC(=O)NCc3ccc(OC)cc3)ccc21 | 1% | -2.1% | -6%[10.9 µM] | -1%
N#Cc1cn(CC(=O)N2CCc3ccccc3C2)c2ccccc12 | 3% | / | / | -15%
c1ccc2c(c1)nnn1c3ccccc3nc21 | ? | -6.7% | -89%[inhibitor] | ?
CCC(=O)N1CCc2cc(Br)cc(S(=O)(=O)CCC(=O)Nc3cccc(CC)c3)c21 | -3% | -0.9% | 4%[10.9 µM] | 21%
CCn1c(=O)c2cc(C(=O)NCCCN3CCC(C)CC3)sc2c2ccccc21 | -7% | -0.6% | -12%[10.9 µM] | ?
CN(C)CCCNc1c2c(c(C#N)c3nc4ccccc4n13)CCC2 | 3% | 0.3% | -4% | -11%

Compound activity (PubChem BioAssay)
